TDP1 inh = inhibitors of human tyrosyl-DNA phosphodiesterase TDP1 | Q9NUW8 | recombinant TDP1, AlphaScreen DNA substrate cleavage | Potency, µM (series often up to 130 µM), without a hit: at the top dose activity change, negative = inhibition, most hits filed as inhibitors | actives 0.28% (n = 350,000); note: nearly all actives have a fitted effect of over 40% in size
Target sequence (Q9NUW8 whole entry, looked up): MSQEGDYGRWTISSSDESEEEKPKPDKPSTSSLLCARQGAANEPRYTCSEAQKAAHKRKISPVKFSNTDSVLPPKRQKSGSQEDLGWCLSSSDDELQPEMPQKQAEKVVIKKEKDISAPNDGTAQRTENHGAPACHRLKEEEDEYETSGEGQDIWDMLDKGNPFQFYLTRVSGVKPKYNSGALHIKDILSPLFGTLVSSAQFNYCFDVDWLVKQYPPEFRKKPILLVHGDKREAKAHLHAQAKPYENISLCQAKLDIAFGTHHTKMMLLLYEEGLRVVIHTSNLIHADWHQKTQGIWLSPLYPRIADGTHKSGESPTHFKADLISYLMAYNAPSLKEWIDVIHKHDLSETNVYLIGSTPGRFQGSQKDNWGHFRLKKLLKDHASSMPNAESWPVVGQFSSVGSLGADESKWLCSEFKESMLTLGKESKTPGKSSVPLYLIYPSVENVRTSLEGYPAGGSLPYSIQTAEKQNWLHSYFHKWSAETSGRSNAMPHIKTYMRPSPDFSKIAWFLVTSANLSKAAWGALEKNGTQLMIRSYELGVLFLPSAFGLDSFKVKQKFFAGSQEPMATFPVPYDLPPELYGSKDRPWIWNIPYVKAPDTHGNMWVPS
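Recombinant human Tdp1 (E. coli-expressed, 1 nM final) preincubated with compounds 15 min at room temperature, then 5'-biotin/3'-phosphotyrosine-FITC DNA substrate (15 nM final) added for 5 min. AlphaScreen beads (10 ug/ml final) added 10 min; cleavage lowers signal.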
TDP1 cell noCPT = qHTS for Inhibitors of human tyrosyl-DNA phosphodiesterase 1 (TDP1): qHTS in cells in absence of CPT; DT40 Tdp1-/- hTDP1 cells, no CPT, ATP luminescence, 48 h; Potency, µM (top dose mostly 46.2 µM), for the others: at the top dose activity change, negative = growth inhibition, actives largely listed as inhibitors; actives 15% (n = 420,000); AID 686978, 2013; note: nearly all actives have a fitted effect of over 55% in size
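Cells were dispensed at 400 per well, compounds added by pin tool, plates incubated ≥48 hr at 37 °C, then CellTiter-Glo added for 30 min at room temperature before luminescence reading. Line: DT40 Tdp1-/- complemented with hTDP1; camptothecin omitted.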
TDP1 cell CPT = growth inhibition of DT40 Tdp1-/-;hTDP1 cells with camptothecin (screen for TDP1 inhibitors) | Potency, µM (titrated, usually from 46.2 µM), without a hit: at the highest dose activity change, negative = growth inhibition, most hits filed as inhibitors | actives 12% (n = 420,000) | chicken DT40 Tdp1-/-;hTDP1 cells + 20 nM CPT, ATP luminescence, 48 h; note: nearly all actives have a fitted effect of over 55% in size
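Cell growth measured by CellTiter-Glo luminescence after a minimum 48 h, 37 C compound exposure with 20 nM CPT in Tdp1-knockout DT40 cells stably expressing hTDP1, seeded 400/well; qHTS titration format.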
Active calls of the source: *; ? = inconclusive; / = not tested or not shown; & = joins results of further samples; [ ] = dose if it differs, or a comment. Calls come from the whole dose curve; as a rule, active = well fitted curve in the direction sought with a large enough effect; inconclusive = small, poorly fitted or top-dose-only effect, or another doubt; inactive = no such curve, though single readings can be large; an effect the other way counts as inactive or inconclusive. % is set by controls: 0 for no effect and ±100 for the full control effect; potency is the fitted concentration of half-maximal effect. Outcome played no part in choosing rows; 18% or so of the library scored in one or more.

SMILES,TDP1 inh,TDP1 cell noCPT,TDP1 cell CPT
O=C(Nc1cccc(C(=O)N2CCN(c3cccc(Cl)c3)CC2)c1)c1nsc2ccccc12,-2.7%,16.4µM*,18.4µM*
O=C(C1=C[C@@H](c2coc3ccccc3c2=O)C[C@@H](OCCCCO)O1)N1CCN(Cc2ccccc2)CC1,3.8%,?,?
CCOC(=O)c1noc2ncn(Cc3ccc([N+](=O)[O-])cc3)c(=O)c12,4.1%,-8.3%,-16.3%
O=C1CSC(c2ccccn2)N1c1ccc(Br)cc1 (centres undefined),0.0%,-9.8%,1.7%
CCC(=O)N1CCc2cc(CNC(=O)Nc3ccccc3Cl)ccc21,6.5%,?,-29.4%
Nc1ccc(CSc2ccc(Cl)cc2)cc1,0.5%,-1.9%,15.1%
Cc1cc(Nc2ccccc2)n(-c2nc3ccccc3[nH]2)n1,9.8%,?,?
O=C(CN1C(=O)NC(c2ccccc2)(c2ccccc2)C1=O)N1CCN(c2ccccc2F)CC1,1.5%,4.11µM*,?
COc1ccc(NC(=O)N2CCCC2C(=O)NCc2ccc(F)cc2)cc1 (centres undefined),1.3%[56.1 µM],-29.2%,-1.6%
c1ccc(CN2CCN(c3nc(N4CCOCC4)c4ccccc4n3)CC2)cc1,/,?,?
CC[C@H](CO)Nc1nc(Nc2cccc(Cl)c2)c2ncn(C(C)C)c2n1,0.0%,9.2µM*,9.2µM*
Oc1c(N=NC(=S)Nc2ccccc2F)c2ccccc2n1Cc1ccccc1Cl,11.5%,5.8µM*,6.51µM*
Cc1c(Cl)cccc1-n1nnc(-c2nc(-c3ccc4c(c3)OCO4)no2)c1C,2.6%,?,23.1µM*
Cn1c(=O)c2c(nc(Br)n2C/C=N/NC(N)=S)n(C)c1=O,5.7%,?,20.6µM*
CC(=O)Nc1cccc(NC(=O)C2CCCN2C(=O)Nc2cccc(F)c2)c1 (centres undefined),1.0%,-1.3%,-26.2%
O=Cc1ccc(Cl)cc1,9.3%,-7.5%,12.5%
O=c1c2sc3ccccc3c2n(Cc2ccccc2F)c(=O)n1Cc1ccccc1,3.6%,?,-18.0%
COc1cc(Br)c(/C=C/c2ccc3cccc(O)c3n2)cc1OC,/,13µM*,11.6µM*
Cn1nnnc1SCC(=O)Nc1sccc1C(N)=O,-4.8%,-0.1%,-10.4%
O=C(/C=C/c1cccc([N+](=O)[O-])c1)n1cnc2ccccc21,4.9%,2.59µM*,2.59µM*
Cc1ccc(S(=O)(=O)NN2C(=O)/C(=C/c3ccc(C(=O)O)cc3)SC2=S)cc1,/,4.0%,33.7%[activator]
COc1ccc2ccccc2c1-c1csc(N)n1,/,-8.6%,-1.9%
COc1ccc(CC(=O)NCc2ccc3c(c2)OCO3)cc1,3.0%,-40.1%,-11.5%
C=CCn1c(=NC(=O)C2CCCCC2)sc2cc(NC(C)=O)ccc21,0.0%,?,?
COc1ccc(-c2cn3nc(SCC(=O)Nc4cccc(C)c4C)ccc3n2)cc1,2.7%,?,14.6µM*
Cc1cccc(NC(=S)NC23CN4CN(CN(C4)C2)C3)c1C,4.9%,-22.0%,-13.2%
CN1CCN(c2cccc3c2S(=O)(=O)N[C@H](Cc2ccccc2)CO3)CC1,/,-28.0%,-28.7%
COC(=O)COc1cccc(-n2cnnn2)c1,-2.9%,3.4%,13.4%
CC(C)N1CCN(Cc2cccc3nonc23)CC1CCO (centres undefined),0.0%,7.8%,12.8%
CC(=O)c1ccc(NS(=O)(=O)c2cnc(N)nc2)cc1,0.0%,-10.0%,-14.5%
CC1CCN(CC(=O)N2c3ccccc3CC2C)CC1 (centres undefined),6.3%,-10.6%,2.6%
O=C(OCC(=O)N1CCN(C(=O)c2ccco2)CC1)c1sc2cc(F)ccc2c1Cl,11.9%,-17.9%,0.3%
CC(=O)Oc1c(C(=O)c2nnc(C)o2)c(=O)n(C)c2ccccc12,/,-2.5%,?
CCOC(=O)c1ccccc1NC(=O)c1ccc2nc[nH]c2c1,/,-13.8%,-5.4%
O=C(Nc1nccs1)C1CCN(S(=O)(=O)c2cccnc2)CC1,4.9%,-10.1%,-3.8%
O=C(CCc1ccccc1)N1CCN(CCO)CC1,-4.9%,-2.0%,-1.6%
CS(=O)(=O)N1CCN(c2ccccc2NC(=S)NC(=O)c2ccco2)CC1,/,?,?
COc1cc(-c2nnc(SCCOc3ccccc3)o2)cc(OC)c1OC,2.9%,16.4µM*,?
CCOC1=C2CN(S(=O)(=O)c3ccc(C)cc3)[C@H](c3ccccc3)C[C@@H]2N(S(=O)(=O)c2ccc(C)cc2)[C@H](c2cccc(C)c2)C1,/,-21.7%,-6.2%
COc1ccc(NC(=O)CCCCCN2C(=O)CCC2=O)cc1Cl,1.4%,-10.5%,-8.7%
Cc1cc(C)nc(-n2ncc3c2CC(c2cccc(Cl)c2)CC3=O)n1 (centres undefined),5.1%,?,?
CC1=C(C(=O)OC(C)C)C(c2ccco2)NC(=O)N1 (centres undefined),-3.1%,-12.8%,-15.7%
CCOc1c(C#N)c(C#N)c2nc(C)cc(C)n12,4.2%,-3.6%,-1.4%
CC(NC(=O)CCc1c[nH]c2ccccc12)c1ccccc1 (centres undefined),/,8.9%,-19.9%
CCOc1ccc(Nc2nc(Cc3nnc(SCC(=O)N(CC)CC)n3C)cs2)cc1,-2.5%,-28.3%,-16.3%
Cc1ccc(S(=O)(=O)N(CCCO)Cc2cc3c(C)ccc(C)c3[nH]c2=O)cc1,5.1%,?,?
CC/C=C\C/C=C\C/C=C\C/C=C\C/C=C\CCCC(=O)O,7.3%&-1.9%,?,?
ClCc1nc2ccccc2n1Cc1ccccc1,/,7.31µM*,10.3µM*
O=C(CCn1nnc2ccccc2c1=O)NCC1CCC(C(=O)O)CC1 (centres undefined),3.0%,-0.5%,-1.0%
Cc1ccc2c(c1)N(C(=O)CCC(=O)NC1CCCCCC1)CCO2,/,?,?
Cc1ccc2nc3c(cc(C(=O)NC4CCCCC4)c(=N)n3C3CCCCC3)c(=O)n2c1,4.3%,14.6µM*,?
CC(=C(CCOP(=O)(O)O)SC(=O)c1ccccc1)N(C=O)Cc1cnc(C)nc1N,16.3%,-1.1%,-17.8%
CCOC(=O)C(=COC(=O)c1ccccc1)NC(=O)Cc1ccccc1,/,4.1%,-25.5%
COc1cccc(-n2c(C)c3c(OC)cccc(=O)c3c2C)c1,8.4%,?,-28.3%
Cn1c(C(=O)Nc2ccc3c(c2)OCCO3)cc2sccc21,3.1%,-22.2%,-28.2%
Cc1ccc(-n2nnnc2SCC(=O)c2cc(C)n(-c3cc(C)on3)c2C)c(C)c1,-4.2%,23.1µM*,23.1µM*

(continued)
SMILES,TDP1 inh,TDP1 cell noCPT,TDP1 cell CPT
COc1ccc(CCNC(=O)c2cc3ccccc3oc2=O)cc1,/,3.4%,9.6%
O=C(O)CCC(=O)OCc1c(-c2ccccc2)ncc2ccccc12,0.6%,-6.6%,-0.4%
CCOc1c(Br)cc(CNc2ccc(N3CCOCC3)cc2)cc1OC,8.0%,?,?
CCN(CC)c1ccc(NS(=O)(=O)c2ccc(-c3ccc(=O)[nH]n3)o2)c(C)c1,1.6%,?,?
CCN(c1ccccc1)c1ccc2cc(S(=O)(=O)N3CCCC3)ccc2n1,-5.3%,20.6µM*,25.9µM*
CCOc1cc(N2CCOCC2)c(OCC)cc1NC(=O)Cn1cnnn1,1.0%,17.4%,-13.3%
O=C1c2ccccc2C(O)N1c1ccc(Cl)cc1 (centres undefined),2.6%,-12.4%,-4.8%
CCCCC(=O)/C=C/n1c(=S)oc2ccccc21,0.0%,4.11µM*,5.17µM*
Cc1cc(C)c(NS(=O)(=O)c2ccc3c(c2)NC(=O)C(C)C(=O)N3)c(C)c1 (centres undefined),/,-27.4%,-9.4%
COc1ccc(-n2c(SCC#N)nc3ccccc3c2=O)cc1,-4.4%,?,-16.7%
OC1Cc2ccccc2C1Nc1cccc(C(F)(F)F)c1 (centres undefined),/,?,-3.4%
Cc1cc(C)cc(OCC(=O)OCC(=O)N(C)CC(=O)Nc2ccc(F)cc2)c1,/,6.2%,11.5%
CC(=O)Nc1ccc(S(=O)(=O)N(C)CC(=O)NCCOc2ccccc2)cc1,0.0%,-10.8%,-5.8%
O=C(NCCN1CCOCC1)c1csc2c1CCCC2,-3.4%,-15.7%,-12.8%
CC1=C(C(=O)N2CCCCCC2)CC(CC(=O)NCCc2ccccn2)C(=O)N1CCCN1CCCC1=O (centres undefined),/,2.7%,?
Cc1c(C)c2cc(Cl)c(OCc3nn[nH]n3)cc2oc1=O,-2.9%,?,-7.0%
CCCCCc1c(C)nc(N2CCN(Cc3ccc4c(c3)OCO4)CC2)[nH]c1=O,/,?,?
Cc1ccc(-n2ncc(N(C)C)c(Cl)c2=O)cc1,0.0%,2.1%,-6.4%
Cc1nnc(N2C(=O)C(=O)/C(=C(/O)c3ccc4c(c3)OCCO4)C2c2ccc(F)cc2)s1 (centres undefined),5.2%,9.0%,-15.3%
COC(=O)c1ccc(NC(=O)CN(C)S(=O)(=O)c2ccc(OC)c(C)c2)cc1,7.2%,?,-6.9%
O=C(/C=C/c1ccco1)NC(=S)Nc1ccc(Cl)cn1,-7.0%,-1.9%,-24.7%
COc1ccc(Nc2nc(N)c3cc(OC)c(OC)cc3n2)cc1,-2.1%[12.3 µM],18.4µM*,?
C=CCOc1ccc(CN(C)Cc2nc3cc(C(F)(F)F)ccc3c(=O)[nH]2)cc1,0.0%,-24.9%,?
Cc1nc(NCc2ccccc2)sc1C(=O)Nc1ccccc1,2.4%,?,-0.5%
CCOC(=O)C(C)Sc1ccc2nnc(-c3ccc(F)cc3)n2n1 (centres undefined),3.9%,?,?
O=C(COC(=O)C1CCC1)Nc1ccc(Cl)cn1,-1.1%,2.6%,-14.0%
O=C(c1ccc(Cl)cc1)c1ccc(OCC(O)CN2CCCCC2)cc1 (centres undefined),1.1%,?,?
COc1ccccc1-c1nnc(SC(C)C(=O)Nc2ccc(C(N)=O)cc2)o1 (centres undefined),/,-7.8%,?
CCOC(=O)C(=CNc1ncccc1C)C(=O)OCC,-3.8%,-14.8%,-21.3%
Cc1cc(=O)n2cccc(O)c2n1,2.4%,4.61µM*,3.66µM*
Cc1cc(C)c2c(c1)OC(=O)CC2c1ccc2c(c1)OCO2 (centres undefined),-1.9%[56.1 µM],-13.6%,-11.6%
CCc1nc2ccc(C(=O)NCc3ccccc3OC)cn2c1N(CC)Cc1cccc(Br)c1,/,?,25.9µM*
O=C(Cc1cc(=O)[nH][nH]1)N/N=C/c1c(Cl)cccc1Cl,0.0%&3.4%,-6.9%&-17.1%,-6.8%&-22.7%
COc1ccc(-c2ccc(NS(=O)(=O)c3cccc(C)c3)cc2)nn1,3.0%,29.1µM*,?
Cc1ccccc1CC(=O)Nc1ccc2c(c1)c(=O)n(C)n2-c1cccs1,/,3.26µM*,?
C=CCn1c(C(C)n2c(-c3cnccn3)nc3ccccc32)nc2ccccc21 (centres undefined),/,?,?
CC1=NN(c2ccccc2)C(=O)/C1=C\c1cn(CCC#N)nc1-c1ccc(Cl)cc1,1.8%,?,?
O=C(NCc1ccccc1C(F)(F)F)C1CC(O)CN1C(=O)Nc1ccccc1 (centres undefined),/,-0.6%,1.7%
COc1ccc(COc2cccc(C=O)c2)cc1,/,4.61µM*,3.66µM*
O=S(=O)(NCCN1CCCC1)c1ccc(Cl)cc1,/,1.0%,-20.9%
CC1CCCN(c2nc(-c3ccccc3O)nc3ccccc23)C1 (centres undefined),/,?,-29.7%
Cc1ccc(NC(=S)N(CCN(C)C)C(C)c2cccnc2)c(C)c1 (centres undefined),10.5%,-8.9%,3.5%
Cc1ccc(NC(=O)CSc2nc3c(c(=O)[nH]2)CCC3)cc1Cl,11.4%,-21.5%,-27.0%

Complete entries as entered above:
`COc1ccc(COc2cccc(C=O)c2)cc1` across the screens: TDP1 inh: /; TDP1 cell noCPT: 4.61µM*; TDP1 cell CPT: 3.66µM*
`O=C(NCc1ccccc1C(F)(F)F)C1CC(O)CN1C(=O)Nc1ccccc1` (centres undefined) across the screens: TDP1 inh: /; TDP1 cell noCPT: -0.6%; TDP1 cell CPT: 1.7%
